FEN1 inhibitor = inhibitors of human flap endonuclease 1 | P39748 | Recombinant FEN1 flap cleavage, fluorescence, 15 min | Potency, µM (doses to about 114 µM), without a hit: at the top dose activity change, negative = inhibition, actives largely listed as inhibitors | 390,000 compounds, 0.35% hits | AID 588795; further: nearly all actives have a fitted effect of over 65% in size
Target sequence (P39748 whole entry, looked up): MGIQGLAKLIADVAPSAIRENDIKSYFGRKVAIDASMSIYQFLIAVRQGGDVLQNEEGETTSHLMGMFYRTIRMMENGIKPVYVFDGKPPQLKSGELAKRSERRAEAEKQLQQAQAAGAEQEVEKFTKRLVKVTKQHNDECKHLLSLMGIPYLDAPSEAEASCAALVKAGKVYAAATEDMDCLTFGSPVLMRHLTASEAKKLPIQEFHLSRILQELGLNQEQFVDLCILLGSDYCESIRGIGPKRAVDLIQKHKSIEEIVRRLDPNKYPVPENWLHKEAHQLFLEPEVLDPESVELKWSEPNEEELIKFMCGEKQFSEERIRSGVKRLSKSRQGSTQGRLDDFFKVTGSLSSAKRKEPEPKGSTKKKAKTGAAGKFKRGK
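Nuclease activity of 10 nM FEN1 was measured after 15 min of room-temperature exposure to titrated compounds, by adding 50 nM flap substrate and reading plates at 0 and 15 min.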
TDP1 block = inhibitors of human tyrosyl-DNA phosphodiesterase TDP1; Q9NUW8; recombinant TDP1, AlphaScreen DNA substrate cleavage; 350,000 compounds, 0.28% hits; Potency, µM (highest dose often 130 µM), without a hit: at the highest dose activity change, negative = inhibition, hits mostly inhibitors; further: nearly all actives have a fitted effect of over 40% in size
Target sequence (Q9NUW8 whole entry, looked up): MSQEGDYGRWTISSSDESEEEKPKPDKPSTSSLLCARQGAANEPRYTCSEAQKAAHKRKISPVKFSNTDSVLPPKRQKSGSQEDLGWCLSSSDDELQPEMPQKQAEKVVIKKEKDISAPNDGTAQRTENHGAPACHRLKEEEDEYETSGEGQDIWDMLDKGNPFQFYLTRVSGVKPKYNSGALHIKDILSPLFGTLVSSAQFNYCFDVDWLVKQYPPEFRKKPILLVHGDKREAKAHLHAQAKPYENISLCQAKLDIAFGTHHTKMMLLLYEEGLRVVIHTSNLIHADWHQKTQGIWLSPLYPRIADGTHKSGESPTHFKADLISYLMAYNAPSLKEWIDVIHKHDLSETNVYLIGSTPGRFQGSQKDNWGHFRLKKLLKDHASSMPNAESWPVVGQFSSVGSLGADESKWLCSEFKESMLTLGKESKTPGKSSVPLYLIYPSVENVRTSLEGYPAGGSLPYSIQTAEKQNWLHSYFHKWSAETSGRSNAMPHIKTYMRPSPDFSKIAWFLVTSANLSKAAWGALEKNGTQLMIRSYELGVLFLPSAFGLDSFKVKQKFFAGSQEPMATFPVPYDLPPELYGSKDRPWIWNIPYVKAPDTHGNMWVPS
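Enzyme-compound mixtures sat 15 min at room temperature, followed by a 5 min reaction with 15 nM final substrate and 10 min with AlphaScreen beads. Recombinant human Tdp1 was used at 1 nM final.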
N370S GC mod = inhibits or activates N370S mutant glucocerebrosidase. 330,000 compounds, 0.092% hits. AID 2101. P04062. N370S GC spleen homogenate, 4MU-glucoside fluorescence. Potency, µM (top dose mostly 59.4 µM), inactives show at the top dose activity change, negative = inhibition, actives largely listed as inhibitors;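 further: 0% = full enzyme activity and -100% = no enzyme basal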
An asterisk follows results filed as active; ? = inconclusive; · = no result given; & = joins results of further samples; [ ] = remark or other dose. The call rests on the fitted dose curve; in most records, active means well fitted curve in the direction sought with a large enough effect; inconclusive means small, poorly fitted or top-dose-only effect, or another doubt; inactive means no such curve, though single readings can be large; an effect the other way counts as inactive or inconclusive. Unless noted, on the % scale 0 is the no-effect control and ±100 the full control effect; potency means the concentration at half of the fitted maximal effect. Random draw from the library (roughly 0.53% active in at least one column).

FEN1 inhibitor | TDP1 block | N370S GC mod | compound
4% | 12% | 1% | Cn1c(-c2cc3c(C(F)(F)F)nn(C)c3s2)n[nH]c1=S
-8% | 4% | -5% | Cc1cc(NC(=O)COC(=O)COc2ccc(C(=O)c3ccccc3)cc2)no1
7% | 3% | -9% | CC1(C)CC(=O)c2sc(NC(=O)c3ccc4ncsc4c3)nc2C1
13% | -1% | · | CC1(CCc2ccccc2)NC(=O)N(CC(=O)Nc2c(F)cccc2F)C1=O (stereo not given)
-13% | 7%[56.1 µM] | · | COc1ccc(-c2sc3cc4c(cc3c2-c2ccc(OCCN3CCCCC3)cc2)OCO4)cc1
-4% | 3% | 10% | O=C(CCc1ccccc1)Nc1ccccc1
3% | -4% | 2% | O=C(CSc1nccc(=O)[nH]1)Nc1ccccc1Sc1ccccc1
2% | 1% | 6% | O=C(Nc1c(C(=O)N2CCCCC2)cnn1-c1ccccc1)c1ccccc1
-21% | -2% | ? | COC(=O)c1cccc(NC(=O)NC23CC4CC(CC(C4)C2)C3)c1
· | 8% | 15% | COc1cc2c(cc1OC)OC(C)(C)C=C2
-21% | 1% | 19% | CCCN(CCC)c1nc2ccccc2nc1C(C#N)C(=O)OCCOC (stereo not given)
-11% | 5% | -14% | Cc1cccc(NC(=O)C2NC(=O)CC2c2ccccc2)c1C (stereo not given)
-8% | · | -7% | Cc1nc2oc3ccc(F)cc3c(=O)c2cc1C(=O)O
-2% | 1% | · | CCOc1ccc(C(=O)NCC(=O)NCC(c2ccco2)N2CCCCC2)cc1 (stereo not given)
0% | -1% | -3% | COc1cc(NC(=O)CSc2nnnn2Cc2ccc3c(c2)OCO3)cc(OC)c1
13% | 4% | 2% | CCN(CC)S(=O)(=O)c1ccc(C(=O)NC2=NCCS2)cc1
0% | 1% | ? | Oc1ccc(NC(=S)Nc2ccc(O)cc2)cc1
15% | 5% | 7% | O=C(C1CCN(S(=O)(=O)N2CCCCC2)CC1)N1CCCCC1
-5%&2% | -7%&3% | -2% | COc1ccc(CCN2CC(C(=O)NCCc3ccccc3)CC2=O)cc1OC (stereo not given)
11% | 2% | -10% | CCn1c(SCC(=O)Nc2ccc(NC(C)=O)cc2)nnc1C1CC1

Two compounds drawn at random from the list so far:
FEN1 inhibitor | TDP1 block | N370S GC mod | compound
11% | 2% | -10% | CCn1c(SCC(=O)Nc2ccc(NC(C)=O)cc2)nnc1C1CC1
4% | 12% | 1% | Cn1c(-c2cc3c(C(F)(F)F)nn(C)c3s2)n[nH]c1=S

Remaining list, next part
FEN1 inhibitor | TDP1 block | N370S GC mod | compound
3% | 6%[56.1 µM] | -3% | COc1ccc(NC2CCCN(C(=O)CCC3=NNC(=O)CC3)C2)cc1 (stereo not given)
3% | · | 4% | CCc1cc2c3c(c(=O)oc2cc1OC(C)C(=O)O)CCCC3 (stereo not given)
4% | 4% | 9% | CCOc1cc(-c2noc(CCC(=O)N3CCOCC3)n2)ccc1OC
-7% | 6% | ? | O=C(COC(=O)c1ccc(Sc2ccccc2)c([N+](=O)[O-])c1)NC1CCS(=O)(=O)C1 (stereo not given)
-1% | 5% | 2% | CNC(=O)c1ccccc1NC(=O)c1c(O)c2c([nH]c1=O)CCCC2
19%&-1% | -2%&3% | -6% | COc1ccc(N2CCN(S(=O)(=O)CCNC(=O)c3cc(=O)c4ccccc4o3)CC2)cc1
-14% | 5% | 0% | COc1ccc(CNC(=O)CCCNS(=O)(=O)c2cccc3nonc23)cc1
-5% | 5% | 1% | CCOC(=O)N1CCC(Nc2c(OCC)c(=O)c2=O)CC1
-3% | -2% | 9% | CCc1nc(-c2ccc(-c3ccc(OC)cc3)nc2OC)no1
7% | 7% | 3% | Cc1ccc(C)c(Cn2c(O)c(N=NC(=S)Nc3ccccc3F)c3ccccc32)c1
-3% | -5% | -2% | Cn1cccc1C(=O)C(=O)Nc1cc(Cl)cc(Cl)c1
-12% | 4% | · | COc1cccc(-n2cc(C(=O)NCc3cccc(Cl)c3)c3ccccc3c2=O)c1
-14% | -2% | -7% | CCNC(=S)N/N=C(\C)c1ccco1
0% | 1% | 0% | COc1ccc(-n2nc(C(=O)NCC(=O)NCC3CCCO3)c3ccccc3c2=O)cc1 (stereo not given)
-4% | · | -1% | O=C(Cc1ccccc1[N+](=O)[O-])OCC(=O)N1CCN(c2ccccc2)CC1
4% | -3% | -13% | CCC(=O)N1CCc2cc(S(=O)(=O)CCC(=O)NCCc3ccc(S(N)(=O)=O)cc3)ccc21
-11% | 12% | -18% | Cc1[nH][nH]c(=O)c1C(c1ccc(-c2ccc(Cl)cc2)o1)c1c(C)[nH][nH]c1=O
18% | 0% | 9% | Nc1ccc(S(=O)(=O)Nc2nccc(/C=C/c3ccccc3F)n2)cc1
-7% | 3% | · | COc1ccc(-c2nc3c(c(SCc4ccc(Br)cc4)n2)Cc2c(CO)cnc(C)c2O3)cc1
3% | -1% | · | Cc1ccc(S(=O)(=O)N2CCN(C(=O)c3cc(C4CC4)nc4c3cnn4C(C)C)CC2)cc1

Full records, looked up by structure. Values in the order: FEN1 inhibitor | TDP1 block | N370S GC mod
CCOC(=O)N1CCC(Nc2c(OCC)c(=O)c2=O)CC1 as listed: -5% | 5% | 1%
Nc1ccc(S(=O)(=O)Nc2nccc(/C=C/c3ccccc3F)n2)cc1 as listed: 18% | 0% | 9%
CCNC(=S)N/N=C(\C)c1ccco1 as listed: -14% | -2% | -7%
O=C(Cc1ccccc1[N+](=O)[O-])OCC(=O)N1CCN(c2ccccc2)CC1 as listed: -4% | · | -1%

The results go on:
FEN1 inhibitor | TDP1 block | N370S GC mod | compound
12% | -4% | · | CC(Oc1ccc(Cl)cc1)C(=O)Nc1cccc(S(=O)(=O)N2CCOCC2)c1 (stereo not given)
16% | 5% | · | CCCCCNC(=O)C1CCC(Cn2c(=O)c3sccc3n(CC(=O)N3CCCC3)c2=O)CC1 (stereo not given)
17% | 0% | -2% | COc1ccc(NC(=S)Nc2cccc(Cl)c2Cl)cc1OC
5% | 3% | -2% | CCC(=O)Nc1ccc2c(c1)nc(CCN1CCN(c3ccccc3)CC1)n2C
-12% | 1% | · | CC(OC(=O)C1CCCCC1)C(=O)Nc1cccc([N+](=O)[O-])c1 (stereo not given)
19% | 5% | 1% | c1ccc2c(c1)OCC(CNc1ncnc3nc[nH]c13)O2 (stereo not given)
-10% | -1% | -6% | CCN(C(=O)COC(=O)c1cc(-c2ccc(C)o2)nc2ccccc12)C1CCS(=O)(=O)C1 (stereo not given)
25% | 3% | · | CC(=O)NCCNC(=O)CCCc1nnc2n(CCC(C)C)c(=O)c3sccc3n12
-3% | 0% | -10% | Cc1ccc(COc2cccc(/C=N/NC(=O)c3nnn(-c4nonc4N)c3C)c2)cc1
-2% | 1% | 2% | O=C(NCCCN1CCCC1=O)c1cccnc1
-5% | -4% | · | COc1ccccc1NC(=O)COC(=O)C12CC3CC(CC(Br)(C3)C1)C2
3% | 2% | 7% | COc1ccc(C)cc1S(=O)(=O)NCc1cccs1
-21% | 5% | · | CCOc1cc(C(=O)N2CCc3c([nH]c4ccccc34)C2c2ccccc2)cc(OCC)c1OCC (stereo not given)
-9% | 9%[0.0935 µM] | -24% | CC(C)(C)NC(=O)CN(C(=O)CNC(=O)c1cccs1)c1ccccc1F
-5% | 1% | -6% | COc1cc(/C=N/NC(=O)c2ccc([N+](=O)[O-])cc2Cl)cc(Br)c1O
-31% | · | ? | Cc1ccc(-c2nc(Nc3cccc(O)c3)c3ccccc3n2)cc1
4% | -1% | -2% | O=C(c1ccco1)N1CCN(c2cccc(Cl)c2)CC1
-18% | 0% | 23% | COc1ccc(Cl)cc1NC(=O)CN(C)C(=O)C12CC3CC(CC(Cl)(C3)C1)C2
-5% | 1% | 6% | O=C(CCn1nnc2ccccc21)Nc1nnc(COc2ccc(F)cc2)s1
22% | 5% | -6% | Cn1cc(/C=C(\NC(=O)c2ccccc2Cl)C(=O)NCCN2CCOCC2)c2ccccc21

FEN1 inhibitor | TDP1 block | N370S GC mod | compound
14% | -1% | · | CCN(CC)C(=O)c1sc2c(c1C)c(=O)n(-c1ccc(Cl)c(Cl)c1)c(=O)n2Cc1ccccc1C#N
18% | -2% | · | O=C1CCCc2cc(S(=O)(=O)N3CCCC(C(=O)NCc4ccc(Cl)cc4)C3)ccc2N1 (stereo not given)
12% | 5% | 2% | CC1CN(C(=O)C(C)N2C(=O)c3ccccc3C2=O)CC(C)O1 (stereo not given)
3% | 3% | -3% | CN(C)CCNC(=O)CN1C(=O)CSc2ccc(S(=O)(=O)N3CCCCC3)cc21
-11% | 4% | 2% | C/C(Cl)=C/CN1C(=O)C2C3C=CC(C3)C2C1=O (stereo not given)
17% | 7% | 9% | O=C(NCc1ccccn1)C(=O)NN=C1CCCCCCC1
16% | -8% | -10% | C=CCNc1c2c(nc3nnnn13)CCCC2
2% | 0% | · | O=C(Nc1cccc(S(=O)(=O)N2CCCC2)c1)c1cccc(S(=O)(=O)N2CCOCC2)c1
-1% | 0% | -8% | O=C(c1ccc(CSc2ccccc2)cc1)N1CCCCCC1
0% | 2% | -3% | Cc1ccc(S(=O)(=O)NCc2ccccc2)cc1C(=O)NCc1ccccn1
11% | 5% | 2% | Cc1cc(C)n(/N=C/c2c[nH]c3ccccc23)c(=O)c1C#N
-22% | 0% | -11% | CC[C@H](C)Cc1cn([C@@H](CCCCNC(=O)OC(C)(C)C)C(=O)NCCCCCCCCCCC(=O)N2CCN(C(=O)OC(C)(C)C)CC2)nn1
-7% | 4% | 14% | COc1ccc(C(=O)N(CN2CCCC2=O)c2ccc(C)cc2)cc1
· | 12% | -3% | Cc1cc(C)cc(-c2cc3c(c(-c4c(O)c(-c5cc(C)cc(C)c5)cc5c4CCCC5)c2O)CCCC3)c1
-7% | 0% | -8% | CN(C)CCNc1ccc(Cl)cc1[N+](=O)[O-]
-4% | 3% | · | CC(C)c1cccc(-c2ccc3c(c2)S(=O)(=O)c2cccc(C(=O)O)c2C3=O)c1
-13% | 8% | -6% | O=C1C(Cc2c[nH]c3ccccc23)NC(=S)N1C1CCCCC1 (stereo not given)
-3% | -9% | 12% | CCOC(=O)CSc1nc(C)c(C(C)=O)cc1C#N
50µM* | 8% | -13% | NC(=S)n1[nH]c(-c2ccc([N+](=O)[O-])cc2)c(N=Nc2cccc(Cl)c2)c1=O
3% | · | -14% | CCOC(=O)C(Cc1ccccc1)NC(=O)CCCC(=O)c1ccccc1 (stereo not given)

FEN1 inhibitor | TDP1 block | N370S GC mod | compound
-3% | 0% | · | NS(=O)(=O)c1ccc(Cl)c(S(N)(=O)=O)c1
8% | 4% | 21% | Cc1[nH]c2ccccc2c1/C=N/NC(=O)CNC(=O)COc1ccccc1
-17% | 5% | -25% | Cc1cc(C)c2cc(C(=O)N(C)C3CCN(C)CC3)[nH]c2c1
2% | 4% | -5% | Cc1cccc(NC(=O)Cn2nnc3ccccc32)c1
-2% | 3% | -5% | COc1ccc(Cl)cc1C(=O)NNC(=O)c1cccc(S(=O)(=O)N(C)C)c1
-5% | 1% | 9% | O=c1c2[nH]c3ccccc3c2ncn1Cc1cccnc1
? | · | -17% | COc1cc2cc(-c3ccc(O)cc3O)nc(C)c2cc1OC
-19% | 0% | · | CCOC(=O)[C@@H]1[C@H]2COc3cc(OC)ccc3[C@H]2N2C(=O)N(c3ccc(OC)cc3)C(=O)[C@]12C
-16% | -9% | 12% | CCOC(=O)Cc1cc(-c2ccc(OC)cc2)nc2ccc3ccccc3c12
2% | -3% | -12% | CC(c1ccncn1)N(C)C(=O)c1ccc2oc(Cc3ccccc3)nc2c1 (stereo not given)
0% | -5% | 1% | COC(=O)CCC(=O)COc1ccccc1C#N
2% | 4% | 29% | Cc1ccc(S(=O)(=O)/C(C#N)=C/c2c(N3CCOCC3)nc3ccccn3c2=O)cc1
-9% | 14% | -18% | Oc1c(C2=NCCNC(C(F)(F)F)=C2)ccc2ccccc12
23% | 3% | · | COCCn1c(SCC(=O)NN2C(=O)NC(C)(c3ccccc3)C2=O)nnc1-c1ccncc1 (stereo not given)
16% | · | -2% | COc1ccc(OCc2nnc(SCC(=O)Nc3ccccc3C#N)o2)cc1
2% | -6% | 25% | CCCP(=O)(CC(=O)O)c1ccccc1 (stereo not given)
-13% | 4% | 10% | CSc1nc(C)cc(Oc2ccccc2)n1
1% | 6% | 7% | CCOC(=O)NNc1ccc(C(F)(F)F)cn1
-16% | 2% | 14% | CC1CCC(C(C)C)C(OC(=O)CSc2nnc(N)s2)C1 (stereo not given)
-21% | -18% | · | Cn1cccc1C(=O)OCc1nc2ccccc2c(=O)[nH]1

FEN1 inhibitor | TDP1 block | N370S GC mod | compound
2% | 3% | 0% | Cc1occc1C(=O)O/N=C(\N)c1ccc(Cl)cc1
4% | -5% | -5% | COC(=O)c1ccc(S(=O)(=O)NCc2ccco2)o1
-9% | -1% | -14% | O=C(O)c1nn(CC(=O)N2CCCCCC2)c(=O)c2ccccc12
5% | 8% | 6% | Cc1ccc(OCC(=O)Nc2ccc(N3CCN(S(C)(=O)=O)CC3)cc2)cc1
